Screens (PubChem BioAssay)
Fam108B counter – counter-screen for RBBP9 inhibitors: inhibitors of mouse Fam108B. recombinant Fam108B, FP-Rh probe fluorescence polarization. inhibition, % at 9.51 µM. hit rate 0.33% among 300,000. AID 1947;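 active = inhibition above the screen mean inhibition plus 3 SD, computed separately per campaign, cut at about 18% in these data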;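 also: inhibitors lower polarization as less probe binds the enzyme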
Efflux pump inh – blocks antifungal efflux pumps in multiplex yeast assay. AID 485275. S. cerevisiae Candida pump triplex, Nile Red efflux. inhibition, % at 10 µM. hit rate 0.44% among 330,000;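 active = plate passing quality check with inhibition over a set limit, or well fluorescence over plate mean plus 4 SD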;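 also: Nile Red retained in pooled yeast measured as flow cytometry median fluorescence; 0% = buffer negative control and 100% = Enniatin B positive control; higher means more Nile Red kept so more efflux inhibition; some compounds called inactive have numbers as strong as hits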
GLD-1 TGE inh – GLD-1-TGE RNA interaction inhibition (C. elegans) | Q17339 | purified GLD-1 + fluorescein TGE RNA, fluorescence polarization | inhibition, % at 5.96 µM | hit rate 0.44% among 320,000;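 active = percent inhibition above a per-plate cutoff, the plate mean of test compounds plus 3 SD, cut at about 30% in these data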;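 also: 0% = DMSO wells with GLD-1 and probe and 100% = wells lacking GLD-1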
CR mimetic SO – caloric restriction mimetics inhibiting age-related superoxide in yeast; hit rate 0.18% among 330,000; S. cerevisiae aged cells, superoxide DHE fluorescence; stronger effect = lower value; superoxide response (% of plate mean), % at 10 µM;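 active = superoxide response under a set limit, about three screen SD below normal, cut at about 65% in these data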;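 also: yeast aged for seven days with compound at 30 °C before DHE staining; 100% = average MFI of all compound-treated wells on the plate with controls excluded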
Bcl-xL primary – inhibitors of human Bcl-xL; Q07817; GST-Bcl-xL / FITC-Bim BH3 peptide fluorescence polarization; inhibition, % at 10.9 µM; hit rate 0.7% among 320,000; AID 2129;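 active = inhibition above the mean of all tested compounds plus 3 SD, cutoff set per campaign, cut at about 30% in these data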;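 also: 0% = DMSO wells and 100% = unlabeled Bim-BH3 peptide competitor; inhibitors lower millipolarization by displacing the labeled peptide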
Target sequence (Q07817 whole entry, looked up): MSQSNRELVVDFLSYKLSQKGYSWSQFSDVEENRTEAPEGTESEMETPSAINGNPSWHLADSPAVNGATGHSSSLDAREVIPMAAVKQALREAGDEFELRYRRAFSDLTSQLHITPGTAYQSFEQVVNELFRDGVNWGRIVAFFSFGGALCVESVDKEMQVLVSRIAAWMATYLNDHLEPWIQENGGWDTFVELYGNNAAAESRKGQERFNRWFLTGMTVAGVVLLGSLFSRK
ZTA counter – ZTA (EBV) inhibition in EBNA-1 counter-screen | P03206 | ZTA-DNA binding, fluorescence polarization | inhibition, % at 11 µM | hit rate 0.15% among 320,000; in the data active = inhibition above about 33%
Target sequence (P03206 whole entry, looked up): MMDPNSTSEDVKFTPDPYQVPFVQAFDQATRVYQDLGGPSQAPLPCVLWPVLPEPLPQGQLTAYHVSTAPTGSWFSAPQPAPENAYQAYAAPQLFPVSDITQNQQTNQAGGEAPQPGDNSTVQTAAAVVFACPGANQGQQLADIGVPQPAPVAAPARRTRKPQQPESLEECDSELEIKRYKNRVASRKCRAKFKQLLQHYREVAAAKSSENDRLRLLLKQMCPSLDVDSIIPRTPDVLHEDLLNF
MEX-5 binding – C. elegans MEX-5 TCR-2 RNA binding activity; AID 1832; activity score (negative = inhibition of binding), % at 10 µM; hit rate 0.38% among 300,000; MEX-5/FITC-TCR2 RNA binding, fluorescence polarization; stronger effect = lower value;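 active = inhibition past about -25% in most replicates, and total fluorescence under double the plate's negative control median, limit read from the data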;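 also: 0% = DMSO and -100% = 5 µM competing unlabeled TCR2 RNA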
Target sequence (Q9XUB2 whole entry, looked up): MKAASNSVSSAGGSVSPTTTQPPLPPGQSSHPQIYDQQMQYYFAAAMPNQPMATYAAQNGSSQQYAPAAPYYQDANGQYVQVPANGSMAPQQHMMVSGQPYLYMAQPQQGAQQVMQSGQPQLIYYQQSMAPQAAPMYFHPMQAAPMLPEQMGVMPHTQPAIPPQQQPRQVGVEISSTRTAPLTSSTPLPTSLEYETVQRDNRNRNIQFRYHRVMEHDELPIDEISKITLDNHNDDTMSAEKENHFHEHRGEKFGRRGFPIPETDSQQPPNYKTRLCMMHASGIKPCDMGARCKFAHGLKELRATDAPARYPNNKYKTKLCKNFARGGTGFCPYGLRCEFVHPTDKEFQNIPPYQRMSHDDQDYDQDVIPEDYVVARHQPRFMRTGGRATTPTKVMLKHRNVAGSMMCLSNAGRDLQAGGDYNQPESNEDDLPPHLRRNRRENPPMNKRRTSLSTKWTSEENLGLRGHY
EBNA-1 inh – blocks EBNA-1 binding to DNA. hit rate 0.34% among 300,000. inhibition, % at 14.8 µM. EBNA-1 DNA binding, fluorescence polarization; in the data active = inhibition above about 28%
MCL1 BIM primary – disrupts human MCL1 binding to BIM-BH3 peptide; inhibition, % at 10.9 µM; hit rate 0.68% among 320,000; Q07820; GST-MCL1 / FITC-Bim-BH3 fluorescence polarization;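 active = inhibition above the mean inhibition of all tested compounds plus 3 SD, set per campaign, cut at about 40% in these data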;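 also: 0% = DMSO wells and 100% = unlabeled Bim-BH3 peptide control; higher means more loss of mP so more displacement of Bim peptide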
Starred values were filed as active, the others as inactive; / = not tested or not shown; + = active, no number. The order is random; 2.3% or so of the library scored in one or more.

SMILES	Fam108B counter	Efflux pump inh	GLD-1 TGE inh	CR mimetic SO	Bcl-xL primary	ZTA counter	MEX-5 binding	EBNA-1 inh	MCL1 BIM primary
COc1ccc(C(=O)NC2(C(F)(F)F)C(=O)Nc3c2c(=O)[nH]c(=O)n3CCc2ccc(OC)c(OC)c2)cc1 (configuration not stated)	4.3	0.0	5.9	100.5	4.8	-15.3	0.2	-2.2	1.2
COC(=O)c1sccc1NC(=O)Cn1nnc(-c2ccccc2C)n1	1.7	0.0	7.0	104.2	2.5	0.7	0.9	6.6	-2.9
CCN(CC)c1ccc(N=Cc2ccc([N+](=O)[O-])o2)cc1	11.4	0.8	-0.7	91.9	13.1	+	-0.4	+	27.9
Cc1oc(-c2ccc(-c3ccccc3)cc2)nc1CN1CCN(CC(=O)N(C)C)CC1	0.3	0.0	-1.7	97.8	3.3	9.2	-0.5	5.4	-2.3
COc1cccc(CN(C)CC(=O)NCc2ccccc2Cl)c1OC	-1.9	-0.1	-1.0	93.6	5.0	-0.4	2.2	-4.2	4.9
COC(=O)CN(c1ccccc1OC)S(=O)(=O)c1ccccc1	3.9	0.0	-4.6	99.2	-4.2	-0.9	-1.8	0.8	-3.9
O=C(Nc1ccccc1)c1ccc(N2CCN(c3ccccn3)CC2)c(S(=O)(=O)N2CCOCC2)c1	-1.5	-0.2	-0.6	96.9	7.2	-20.1	2.5	4.2	10.9
CC(C)CNC(=O)c1cccc(NC(=O)C2CCCO2)c1 (configuration not stated)	0.7	-0.1	8.5	105.3	2.2	-11.6	-1.0	-3.7	9.2
COc1ccc(Nc2cc(C(=O)NCCCN3CCN(C)CC3)c3ccccc3n2)cc1OC	0.8	-0.1	-0.8	103.0	4.1	8.9	2.1	11.7	-0.1
Cc1cccc(NC(=O)CCC(=O)NCCO)c1	-4.6	0.0	1.3	111.6	3.2	6.3	-0.5	-5.6	0.5
CN1CCN(C(=S)c2cn(CCOc3ccccc3F)c3ccccc23)CC1	4.8	0.0	5.8	95.0	-4.2	-13.3	1.6	-5.2	7.3
COCc1c(C(=O)OCC(=O)N2c3ccccc3CC2C)oc2ccccc12 (configuration not stated)	1.1	-0.1	2.6	85.1	3.1	-20.7	-0.8	-9.9	4.4
Cc1cccc(C)c1NS(=O)(=O)c1c(C(=O)N2CCCCC2)c(C)n(C)c1C	0.7	0.1	11.2	107.0	2.9	-15.9	4.6	0.6	7.7
CCCCOC(=O)CSc1nc2c(cc1C#N)C(=O)CC(C)(C)C2	4.1	0.1	1.4	95.0	-2.1	-16.3	-2.7	5.4	-6.8
CN(C)CCCOC(=O)c1ccccc1	-6.0	-0.1	3.1	96.5	3.2	-0.4	-1.3	15.6	2.7
O=C(NCCN1CCNCC1)c1ccccc1O	-1.3	-0.1	1.0	98.0	2.8	-5.4	2.0	-1.9	0.6
CCOC(=O)/C=c1\s/c(=C\c2ccc3cc(OC)ccc3c2)c(=O)n1CC(=O)NCc1ccc2c(c1)OCO2	-2.5	-0.1	2.5	97.3	6.7	-6.4	-31.0*	10.8	2.8
COc1ccc([C@H]2CC(=O)C=C(c3ccc(-c4ccccc4)cc3)C2)cc1OC	/	0.5	-4.8	89.0	3.6	3.1	/	/	2.4
CCNC(=O)COC(=O)c1cc(C)n(-c2ccccc2)c1C	-3.6	-0.1	-3.8	90.8	1.5	-5.1	-1.5	-14.3	-9.7
Cn1c(=O)c2c(nc(SCc3ccc(C(=O)O)cc3)n2C)n(C)c1=O	-0.8	-0.2	-6.4	121.1	5.1	-0.5	-1.0	13.1	1.9
Cc1ccc(NC(=O)CSc2n[nH]c(N)n2)cc1S(=O)(=O)N1CCOCC1	-0.7	-0.1	2.7	94.5	1.7	2.2	1.1	4.8	0.3
O=C(NCCc1ccc(Cl)cc1Cl)c1cc([N+](=O)[O-])c[nH]c1=O	-8.6	0.0	2.5	127.9	-0.3	-0.6	-1.4	-12.3	-3.1
COc1cc(OC)cc(C(=O)NC(C(=O)Nc2ccc3c(c2)CCC3)C(C)C)c1 (configuration not stated)	/	0.1	-1.5	101.8	0.4	-2.6	/	/	4.4
COc1ccc(C)cc1-n1nnnc1SCC1CCCO1 (configuration not stated)	0.8	0.0	10.7	84.5	-0.4	0.1	2.1	2.5	6.7
COc1ccc(-c2oc3c4c(cc(OC)c3c(=O)c2CC=C(C)C)OC(C)(C)C=C4)c(OC)c1	-6.9	0.2	4.1	90.1	1.1	-6.8	2.4	3.1	-3.8
Cc1ccc(S(=O)(=O)NNC(=O)Nc2ccc(Cl)cc2)cc1	-0.5	-0.1	-2.6	90.9	4.9	-12.0	-0.2	20.8	11.7
COCCN(C(=O)c1ccccc1OC)c1nnc(C)s1	-2.9	0.0	3.1	95.2	8.5	15.6	-2.0	3.9	8.0
CNc1c(N)c(=O)oc2ccccc12	-0.1	0.0	0.8	106.1	6.2	-1.1	-2.3	-13.1	0.7
CCN1C(=O)S/C(=C/c2ccc(Sc3nc4ccccc4[nH]3)o2)C1=O	1.2	-0.3	4.7	101.9	-2.9	-3.4	0.4	9.0	-14.7
CC1CCN(C(=O)COC(=O)C23CC4CC(CC(O)(C4)C2)C3)CC1	/	0.1	2.0	99.8	-2.6	19.8	/	/	-8.8
COc1ccc(C(=O)Nc2ccccc2C(=O)N/N=C/c2ccncc2)cc1OC	-4.0	0.3	-0.6	86.5	-4.2	-18.6	2.2	-1.6	1.5
CCc1ccccc1N1CCN(S(=O)(=O)c2ccc(F)c(C)c2)CC1	2.6	0.2	1.8	92.5	6.5	1.0	0.4	-12.2	13.2
COc1cc(C(=O)NCCc2ccc(S(N)(=O)=O)cc2)ccc1OCc1c(C)noc1C	/	0.0	3.5	89.0	-1.7	-5.3	/	/	-2.3
O=C(CSc1nc2c(c(=O)[nH]1)CCC2)Nc1cccc(Cl)c1	0.9	-0.1	-5.2	89.7	-0.3	4.8	2.1	1.1	-6.6
Cc1ccc(S(=O)(=O)N(C)C)cc1NC(=O)C(C)NC(C)c1cccs1 (configuration not stated)	-4.2	0.3	-5.7	116.9	7.0	4.7	1.9	-11.9	8.0
O=C(CN(c1ccc(F)cc1)S(=O)(=O)c1ccc2c(c1)OCCO2)N1CCOCC1	0.3	-0.1	-0.4	100.6	5.8	-1.7	0.5	11.1	0.6
COc1ccc(NCc2nnc(SCc3ccc(Cl)cc3)n2-c2ccccc2)cc1	0.8	0.0	3.2	98.4	3.5	1.3	-0.5	9.2	2.9
O=C(COC(=O)Cc1c[nH]c2ccccc12)Nc1ccccc1	-3.8	0.2	-0.5	98.2	-0.1	-5.3	5.3	-6.1	0.0
Cc1ccc(C(=O)NCC(=O)N2CCc3ccccc3C2)cc1C	1.6	0.0	2.6	92.7	-2.7	8.4	1.5	-1.1	3.4
Cc1cc(/C(=N/O)C(C)(C)NO)ccc1Cl	-1.4	0.1	3.9	100.7	-4.3	4.1	-0.1	-10.9	0.0
CC(=O)n1c2c(c3ccccc31)OC(N)=C(C#N)C2c1ccc(C(C)C)cc1 (configuration not stated)	-4.5	0.0	6.0	96.4	5.2	-1.0	0.4	4.3	6.8
CCCNC(=O)c1ccc2c(=O)n3c(-c4ccc(C)cc4)csc3nc2c1	-0.2	0.2	-6.1	96.7	10.8	1.1	-12.8	16.4	4.3
Cn1cccc1CC(=O)N/N=C/c1ccc([N+](=O)[O-])cc1	-4.0	-0.3	2.7	83.6	5.6	-7.5	-0.9	9.8	4.1
COc1cccc(NC(=O)CN(C)C(=O)c2cc(S(=O)(=O)N3CCCCC3)ccc2Cl)c1	-5.0	-0.1	4.3	81.9	-0.3	-4.0	0.7	-6.8	0.4
Nc1cc(OC(=O)c2c(F)cccc2Cl)nn1S(=O)(=O)c1ccccc1	3.1	-0.1	7.5	98.9	-6.7	1.0	2.8	-1.7	-8.6
CC1(C)CC(=O)C(C2C3=C(CC(C)(C)CC3=O)Oc3ccccc32)C(=O)C1 (configuration not stated)	1.1	-0.2	1.9	90.0	2.9	0.2	1.3	2.2	-0.7
Cc1nc(-c2ccc(NC(=O)c3cccs3)cc2)cs1	-1.4	-0.2	-1.6	84.5	5.0	5.9	-1.4	13.7	5.4
Fc1ccc(/C=N/NC(=S)Nc2ccc(Cl)cc2)cc1F	-3.0	0.0	5.0	102.1	1.9	-0.2	0.0	-2.2	3.5
CC(C)c1ccc(NC(=O)C(=O)C2C(=O)Nc3ccccc32)cc1 (configuration not stated)	2.3	0.0	4.0	96.1	1.6	6.7	-2.4	8.3	9.0
[O-]/[N+](=C\c1ccccc1)c1ccccc1	/	-0.2	3.2	100.0	5.0	-5.3	/	/	8.6

The last 3 compounds of the part above come first, to join the parts.
SMILES	Fam108B counter	Efflux pump inh	GLD-1 TGE inh	CR mimetic SO	Bcl-xL primary	ZTA counter	MEX-5 binding	EBNA-1 inh	MCL1 BIM primary
Fc1ccc(/C=N/NC(=S)Nc2ccc(Cl)cc2)cc1F	-3.0	0.0	5.0	102.1	1.9	-0.2	0.0	-2.2	3.5
CC(C)c1ccc(NC(=O)C(=O)C2C(=O)Nc3ccccc32)cc1 (configuration not stated)	2.3	0.0	4.0	96.1	1.6	6.7	-2.4	8.3	9.0
[O-]/[N+](=C\c1ccccc1)c1ccccc1	/	-0.2	3.2	100.0	5.0	-5.3	/	/	8.6
COC(=O)Cn1c(=O)c2c(nc(Br)n2Cc2ccccc2Cl)n(C)c1=O	0.8	-0.1	-2.1	100.0	4.7	7.3	0.1	6.5	0.4
COc1ccc(C2c3ccsc3CCN2C(=O)NC(C)(C)C)cc1 (configuration not stated)	-1.4	0.2	4.9	105.5	5.2	-11.9	1.3	-14.3	1.8
COc1cc(S(=O)(=O)N(Cc2ccccn2)Cc2ccccc2Cl)ccc1-n1cnnn1	5.0	0.0	-5.6	94.0	5.9	13.5	3.0	6.9	-0.8
O=C(Cn1cnc([N+](=O)[O-])n1)N/N=C/c1ccc2ccccc2c1	-2.8	0.0	5.3	121.6	3.8	-12.5	0.3	-8.0	7.2
CCCOc1ccc(CC(=O)NNC(=S)Nc2ccccc2)cc1Br	0.8	0.0	8.7	107.5	9.2	-20.6	0.2	-3.8	6.9
CC(C)(C)NC(=O)c1ccccc1-c1nc(-c2ccccc2Cl)no1	-2.2	0.1	1.7	104.7	7.4	11.9	0.3	-1.5	9.7
CC12CN3CC(C)(CN(C1)C3c1ccc3c(c1)OCO3)C2 (configuration not stated)	-0.4	0.6	2.9	90.6	0.8	7.0	-0.2	0.9	-2.1
O=C1c2cccc3c(N4CCOCC4)c([N+](=O)[O-])cc(c23)C(=O)N1c1cccc2ccccc12	-4.7	0.4	7.5	88.8	14.2	14.5	0.2	-4.6	2.0
CC(=O)Nc1ccccc1-c1nc2ccc(C(=O)N3CCN(c4cc(C)ccc4C)CC3)cc2[nH]c1=O	0.4	0.3	-2.8	110.2	3.5	-4.2	-3.3	-6.5	3.9
CCc1ccc(CCC(=O)Nc2ccc(Br)cc2)o1	-5.2	0.0	1.3	88.5	2.4	-12.8	1.0	-8.0	-9.7
CCOc1cccc(N2C(=O)CC(N3CCC(C(N)=O)(N4CCCCC4)CC3)C2=O)c1 (configuration not stated)	3.8	0.0	-1.2	101.9	8.5	5.5	-1.5	6.8	9.4
O=C(NCCCN1CCN(c2cccc(Cl)c2)CC1)c1nc(-c2ccncc2)no1	-3.0	-0.1	4.9	92.5	8.2	-16.9	0.5	1.2	10.7
O=C(CNC(=O)[C@@H]1Cc2ccccc2CN1)NC1CCCC1	0.8	0.0	-2.8	78.7	2.2	0.5	-1.1	-0.9	2.4
